# Bioassay records: PubChem, National Center for Advancing Translational Sciences (NCATS)
# TRHR PAM: allosteric enhancers of human TRH receptor. enhancement, % at 2 µM. AID 493056. TRHR cells, fluo-8 calcium fluorescence, EC20 TRH enhancement. P34981. actives 0.66% (n = 360,000); in the data active means enhancement above about 30%; further: 0% is about no effect
#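 Enhancer read-out: after compound pinning and an initial kinetic agonist-mode read, an EC20 of TRH (10 nM final) was injected and fluo-8 calcium signal (Ex 480/Em 530) followed at 1 s/cycle for 100 cycles in TRHR-expressing cells.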
# D1 ag: agonists of human D1 dopamine receptor; P21728; AID 504660; HEK293 T-REx D1 cells, calcium flux, agonist mode; actives 1% (n = 360,000); activation, % at 2 µM; further: 0% is about no effect
# Target sequence (P21728 whole entry, looked up): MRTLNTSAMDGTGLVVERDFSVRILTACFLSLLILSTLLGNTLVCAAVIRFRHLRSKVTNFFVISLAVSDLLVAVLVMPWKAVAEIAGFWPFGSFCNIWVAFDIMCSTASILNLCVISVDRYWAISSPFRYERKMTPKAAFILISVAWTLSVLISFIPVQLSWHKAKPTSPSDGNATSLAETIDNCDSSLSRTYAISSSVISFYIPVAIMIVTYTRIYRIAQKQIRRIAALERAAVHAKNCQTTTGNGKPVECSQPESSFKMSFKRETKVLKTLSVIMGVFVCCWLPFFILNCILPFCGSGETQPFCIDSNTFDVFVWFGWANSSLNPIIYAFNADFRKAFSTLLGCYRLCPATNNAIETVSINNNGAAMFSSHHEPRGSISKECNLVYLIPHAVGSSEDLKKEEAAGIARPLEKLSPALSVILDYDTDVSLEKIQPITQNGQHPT
#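 Inducible HEK293 T-REx D1 cells, force-coupled to calcium signalling, were plated at 4000 cells/well with tetracycline and held overnight at 30 C. After no-wash calcium dye loading, compound-evoked calcium rise over 180 s flagged agonists.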
# D2 agonist: D2 dopamine receptor (human) agonism | P14416 | HEK293 T-REx D2 cells, calcium flux agonist mode | activation, % at 2 µM | actives 0.53% (n = 340,000);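 active means activation over 3 SD above normal in the single-dose calcium agonist read, cut at about 30% in these data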; further: 0% is about no effect
# Target sequence (P14416 whole entry, looked up): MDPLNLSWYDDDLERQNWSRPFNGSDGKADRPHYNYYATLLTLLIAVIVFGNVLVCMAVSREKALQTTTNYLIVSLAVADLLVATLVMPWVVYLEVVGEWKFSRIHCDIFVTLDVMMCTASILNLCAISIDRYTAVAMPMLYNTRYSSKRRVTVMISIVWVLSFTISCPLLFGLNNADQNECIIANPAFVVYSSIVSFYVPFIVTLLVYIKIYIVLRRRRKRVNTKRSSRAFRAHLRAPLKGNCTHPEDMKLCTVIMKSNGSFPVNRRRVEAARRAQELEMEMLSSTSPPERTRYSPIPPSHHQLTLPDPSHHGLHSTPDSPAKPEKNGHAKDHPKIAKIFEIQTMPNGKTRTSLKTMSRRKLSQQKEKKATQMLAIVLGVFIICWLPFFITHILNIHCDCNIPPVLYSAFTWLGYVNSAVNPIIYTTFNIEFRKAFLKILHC
#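 HEK293 Trex D2 cells, tetracycline-induced, o/n 30 C 5% CO2; no-wash Ca dye, RT 30–90 min; 10-cycle baseline, 23 nl cpd added, kinetic Ca read 180 s; agonist hits = positive Ca response.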
# D1 potentiator: enhances dopamine response at the human D1 receptor | potentiation, % at 10 µM | HEK293 TREx D1 cells, calcium flux, dopamine EC20 potentiation | actives 0.036% (n = 360,000) | AID 504651; in the data active means potentiation above about 30%; further: 0% is about no effect
# TRHR ag: TRH receptor (human) agonism | P34981 | TRHR cells, calcium flux fluo-8, FDSS agonist mode | activation, % at 2 µM | actives 0.18% (n = 360,000); further: 0% is about no effect
#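 Steps: seed TRHR cells overnight; add fluo-8 no-wash Ca dye, RT 30 min–1.5 h; record 10 s baseline; pin-transfer compounds; monitor fluorescence 1 cycle/s for the agonist window. Calcium increases flag candidate agonists.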
# D2 PAM: positively modulates the human D2 dopamine receptor allosterically. potentiation, % at 10 µM. P14416. actives 0.34% (n = 340,000). HEK293 T-REx D2, calcium flux, EC20 dopamine potentiation;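 active means potentiation over 3 SD above the plate norm, cut at about 30% in these data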; further: 0% is about no effect
#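 Potentiation of an EC20 dopamine calcium response measured kinetically over 180 s, after a preceding 180 s compound-only read flagging agonists. Cells: inducible Hek293 Trex D2 line, 4000/well, cultured overnight at 30 C before dye loading.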
# RXFP1 antag: blocks the human relaxin receptor RXFP1. Q9HBX9. HEK293-RXFP1, relaxin-stimulated cAMP HTRF, 30 min; hits give low values. activity change, negative = inhibition, % at 57.5 µM. actives 0.59% (n = 350,000). AID 1259400;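 active means activity change of -60% or lower, but not beyond a set lower limit; inconclusive means change between -60% and -40%, or beyond the set limit; inactive means change above -40%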; further: on the % scale 0 is the no-effect control and ±100 the full control effect
# D2 antag: D2 dopamine receptor (human) antagonism. P14416. HEK293 TREx D2 cells, calcium flux, dopamine EC80. inhibition, % at 10 µM. actives 2% (n = 340,000). AID 485344; in the data active means inhibition above about 30%; further: 0% is about no effect
#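 Compounds are added to dye-loaded, induced HEK293 T-REx cells coupled to calcium release via D2; after a 3 min kinetic read an EC80 dopamine stimulus is given and fluorescence is recorded for 3 more min.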
# D1 antagonist: antagonists of human D1 dopamine receptor; activity change, negative = inhibition, % at 10 µM; P21728; HEK293 TREx D1 cells, calcium flux, dopamine EC80; hits give low values; AID 504652; actives 3.2% (n = 360,000); in the data active means activity change below about -30%; further: on the % scale 0 is the no-effect control and ±100 the full control effect
#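 Cells carrying a force-coupled, tetracycline-inducible human D1 receptor report calcium flux. Each well gets a 10 s baseline, compound with 180 s monitoring, then an EC80 dopamine stimulus with a second 180 s kinetic read.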
# Numbers without * were called inactive; ? = inconclusive; nt = no result given; & = joins results of further samples. Unless noted, no stated cut-off is given here; in the data, active means activation above about 30%; inactive means the rest. The order is random (roughly 7.1% active in at least one column).
SMILES,TRHR PAM,D1 ag,D2 agonist,D1 potentiator,TRHR ag,D2 PAM,RXFP1 antag,D2 antag,D1 antagonist
Cc1cccc(NCC(=O)N/N=C\c2cccc(Oc3ccccc3)c2)c1,5,3,3.3,2,0.4,1,-9,-11,1
COc1ccc(CNC(=O)C2CCN(S(=O)(=O)c3ccc4nc5c(c(C(=O)O)c4c3)CCCC5)CC2)cc1,-1,-2,-1.1,-1,0.0,-10,6&1,nt,0
Cc1cccc(-n2c(C)nc3cc(C(=O)NCc4ccc5c(c4)OCO5)ccc32)c1,-4,1,1.7,-2,0.3,-7,4,-13,-17
CC1CCCN(c2ccc([N+](=O)[O-])s2)C1 (stereo not drawn),-6,2,-0.8,-9,1.8,-1,-5,21,-17
CCCCN(C(=O)CSc1nnc(Nc2ccc(C)c(C)c2)s1)c1c(N)n(Cc2ccccc2)c(=O)[nH]c1=O,2,4,nt,14,-0.2,nt,3,nt,-6
CCN(CC)c1ncnc2c1sc1nc(N3CCOCC3)c3c(c12)CCC3,1,1,-0.1,-5,0.0,1,nt,-1,2
O=c1[nH]n(CC2COC3(CCCCC3)O2)c(=O)c2ccccc12 (stereo not drawn),13,3,1.2,0,-0.8,6,12,26,-7
Cc1ccc(C)c(OCC(=O)N2CCc3ccccc3C2)c1,5,0,-0.6,-2,-0.5,-8,-10,-2,7
COc1cc(C(=O)Nc2ccncc2)cc(OC)c1OC,4,4,0.7,-2,0.6,-2,8,-2,-3
CCOc1ccccc1C(=O)Nc1cc2c(cc1C)n(C)c(=O)c(=O)n2C,8,0,nt,-7,-0.2,11,nt,nt,9

# Entries of single compounds, quoted from the list. Order of screens: TRHR PAM | D1 ag | D2 agonist | D1 potentiator | TRHR ag | D2 PAM | RXFP1 antag | D2 antag | D1 antagonist
# CCOc1ccccc1C(=O)Nc1cc2c(cc1C)n(C)c(=O)c(=O)n2C is listed as 8 | 0 | nt | -7 | -0.2 | 11 | nt | nt | 9
# O=c1[nH]n(CC2COC3(CCCCC3)O2)c(=O)c2ccccc12 (stereo not drawn) is listed as 13 | 3 | 1.2 | 0 | -0.8 | 6 | 12 | 26 | -7
# Cc1cccc(-n2c(C)nc3cc(C(=O)NCc4ccc5c(c4)OCO5)ccc32)c1 is listed as -4 | 1 | 1.7 | -2 | 0.3 | -7 | 4 | -13 | -17
# CCN(CC)c1ncnc2c1sc1nc(N3CCOCC3)c3c(c12)CCC3 is listed as 1 | 1 | -0.1 | -5 | 0.0 | 1 | nt | -1 | 2
# Cc1cccc(NCC(=O)N/N=C\c2cccc(Oc3ccccc3)c2)c1 is listed as 5 | 3 | 3.3 | 2 | 0.4 | 1 | -9 | -11 | 1

# The listing continues.
SMILES,TRHR PAM,D1 ag,D2 agonist,D1 potentiator,TRHR ag,D2 PAM,RXFP1 antag,D2 antag,D1 antagonist
COC(=O)c1cc(=O)n(Cc2ccccc2)c(=NCc2ccccc2)s1,-1,2,0.4,-1,0.6,-1,nt,1,1
COc1ccc(CC(=O)Nc2nc(-c3cccnc3)cs2)cc1,2,3,-0.4,5,1.3,-1,-6,2,-11
COc1ccc(C2(NC(C)=O)CCN(C(=O)c3ccco3)CC2)cc1,-8,2,-0.1,-3,0.1,9,-2,33*,-10
Cc1[nH]c2ccccc2c1C(O)CN1CCN(c2cccc(C(F)(F)F)c2)CC1 (stereo not drawn),5,31*,-0.5,-15,-0.5,0,-9,-13,-59*
Cc1ccc(NC(=O)CN(C)C(=O)c2ccc(Cl)c([N+](=O)[O-])c2)cc1,4,-1,0.8,-2,0.0,-11,2,6,1
COc1ccc2c(CNCCc3ccccc3)c(C(=O)O)n(Cc3cccc(F)c3)c2c1,7,0,0.3,-3,0.1,-8,-18,nt,4
CS(=O)(=O)Nc1ccccc1C(=O)Nc1ccccc1Cl,8,4,0.5,2,0.5,-6,9,-2,0
COc1ccc(CSc2ncnc3sccc23)cc1F,-5,6,-0.7,0,-0.3,17,-11,0,-14
O=C(CS(=O)CC(=O)N(c1cccc(F)c1)C(C(=O)NC1CCCCC1)c1ccco1)Nc1ccc(F)cc1 (stereo not drawn),1,2,-0.1,2,-0.8,-13,-5,22,3
O=C(CSc1nc(-c2cccs2)cc(C(F)(F)F)n1)Nc1ccccc1Cl,-5,5,0.4,-8,0.8,-4,nt,nt,3
COc1ccc(CNC(=O)CN(C(=O)Cn2nnc(-c3ccccc3F)n2)c2ccc(C)cc2)cc1,-2,9,-0.2,-1,0.5,9,0,-8,-19
CSc1ccc(C(C(C(=O)c2cccs2)N2CCOCC2)N2CCOCC2)cc1 (stereo not drawn),-15,2,0.6,-5,-1.9,3,-6,1,-29
Cc1ccsc1C(=O)OCC(=O)Nc1c(C)n(C)n(-c2ccccc2)c1=O,0,6,-0.3,-13,0.4,2,-1,11,18
O=C(Nc1ccc2nc(-c3cccnc3)[nH]c2c1)C12CC3CC(CC(C3)C1)C2,-1,1,1.0,-4,0.3,1,6,8,-16
CC(C)Oc1ccc(C(=O)Nc2nc3c(s2)CC(C(C)(C)C)CC3)cc1 (stereo not drawn),0,2,-1.5,-2,-1.0,2,nt,nt,-21
CC(C)Sc1snnc1-c1ccccc1,11,-1,-0.1,-3,-0.1,12,5,-7,-1
CCC(CC)C(=O)Nc1cc(-c2cn3cccnc3n2)ccc1OC,-11,1,0.9,-2,0.0,-2,13,nt,-6
COc1ccccc1C(=O)NCCC(=O)Nc1nc2ccccc2[nH]1,-2,1,-0.5,-1,0.0,0,-86*,-6,4
CC(C)(C)C(=O)NC(=S)NCc1ccccc1,-4,5,0.9,-7,-0.2,3,-8,-2,2
O=C(CN1C(=O)c2ccc([N+](=O)[O-])cc2C1=O)NC1CCS(=O)(=O)C1 (stereo not drawn),2,1,0.6,0,0.2,-6,-13,-2,-2
COCCCNC(=O)C(=O)Nc1c2c(nn1-c1cccc(Cl)c1)CSC2,-6,-4,0.4,0,-0.4,-6,-23,nt,nt
CCOc1ccc(CC(=O)NCCc2sc3nc(-c4ccc(F)cc4)nn3c2C)cc1,43*,4,0.8,-3,0.0,-10,-9,nt,nt
COc1ccc(-c2nn(-c3ccccc3)cc2C=O)cc1[N+](=O)[O-],1,2,-0.1,-12,1.0,-7,-7,-22,-17
CC(C)c1ccc(NC(=O)Cn2nnc(C(=O)NCc3cccs3)c2N)cc1,6,4,-0.7,1,-1.7,15,nt,nt,15
COCCn1c(N)c(N(Cc2ccccc2)C(=O)C2CCCC2)c(=O)[nH]c1=O,22,2,-0.5,-1,0.8,nt,-17,9,-3
CCOC(=O)c1cc(-c2ccccc2)nn1-c1ccccn1,3,-2,0.2,0,0.1,-1,-20,9,-11
COc1ccccc1NS(=O)(=O)c1cccc(C(=O)NCC(c2ccco2)N2CCCCC2)c1 (stereo not drawn),-13,12,-0.3,-6,-0.3,4,-3,2,-23
CN(C)S(=O)(=O)c1cccc(NC(=O)COc2ccc(C(=O)c3ccccc3)cc2)c1,-7,10,1.0,-4,1.7,-16,1,-5,-16
N/C(Cc1ccc(Cl)c(Cl)c1)=N\OC(=O)c1ccc(Br)o1,3,2,1.0,1,0.0,-11,-21,2,-9
O=C(NCc1cccs1)c1ccc(Cl)c(S(=O)(=O)N2CCCC2)c1,-2,7,-0.9,-6,-0.4,3,-1,13,-6
COc1ccc(C(=O)Oc2c(Sc3ccc(C)cc3)c(C)nn2C(C)(C)C)cc1OC,4,-1,nt,2,-0.3,28,nt,nt,0
NS(=O)(=O)c1ccc(Sc2ccccn2)c([N+](=O)[O-])c1,22,2,2.0,-4,-0.8,21,-17,3,-33*
O=C(N/N=C/C=C\c1cccc([N+](=O)[O-])c1)c1cccnc1,-1,3,-0.6,1,0.0,-8,-4,-2,12
CC(C)CNC(=O)c1cc(-c2ccc(Cl)c(Cl)c2)on1,-1,6,-1.1,-1,-1.3,0,19,6,1
CC(C)NCC(O)Cn1c2c(c3ccccc31)CCc1c-2cnn1-c1ccccc1 (stereo not drawn),23,25,1.6,-5,1.6,2,?,4,3
OCC1(Cc2cccc(Cl)c2)CCCN(Cc2ccc(F)c(F)c2)C1 (stereo not drawn),1,-4,0.8,-6,0.0,-10,-28,-4,14
COc1cccc(N2CCN(Cc3nc(N)nc(N4CCCc5ccccc54)n3)CC2)c1,-1,0,56*,-3,-0.6,-25,-15,59*,-7
O=C(NCc1ccco1)c1cccnc1Cl,-3,6,0.8,-1,0.7,-1,-2,-17,-13
COc1cccc(-c2cc(C(=O)Nc3cnn(Cc4ccccc4C)c3)no2)c1,4,5,0.9,5,2.5,15,nt,-14,-6
CCCC[C@@H]1CNC(=O)C(=O)N1CCCc1cc(OC)c(OC)c(OC)c1,0,2,-1.3,-2,0.0,-7,nt,0,-5
Cc1c(C)c2cc(Cl)c(OCC(=O)N3CCN(c4ccc(F)cc4)CC3)cc2oc1=O,-2,1,0.3,3,0.4,-1,6,-13,1
O=C(CN(c1ccccc1)S(=O)(=O)c1ccc(Cl)cc1)Nc1cccnc1,0,0,0.5,-5,-0.2,-33,15,34*,-3
Cc1noc(-c2ccccc2)c1NC(=O)Nc1ccccc1,3,3,0.0,-2,0.0,6,-10,3,-4
CC1(C)SCC(C(=O)O)NC1=O (stereo not drawn),-5,2,-0.8,5,-0.1,1,-17,-1,-34*
COc1ccc(Nc2nnc(-c3cc4c(ccc5ccccc54)oc3=O)s2)cc1,4,4,1.3,0,0.7,-1,3,nt,-7
O=C(NCCS(=O)(=O)N1CCN(c2cccc(Cl)c2)CC1)c1cc(=O)c2ccccc2o1,-7&1,2&5,0.1&-0.6,-1&1,-1.4&-0.9,25&-10,-5&-24,2,19&15
Cc1ccc(NC(=O)Cn2ccn(Cc3ccc(Cl)cc3)c(=O)c2=O)cc1C,-4,-2,0.2,-4,0.1,-14,3,nt,-5
CCCCNC(=O)Nc1ccon1,1,0,-1.1,-3,-0.4,3,1,-45,0
CCOC(=O)C1CCCN(C(=O)c2ccc(C)c([N+](=O)[O-])c2)C1 (stereo not drawn),2,2,-0.1,-4,0.1,-12,5,3,-8
N#CCC(=O)Nc1sc2c(c1C(N)=O)CCCC2,-4,0,0.0,4,1.5,12,nt,17,-1
# (next part)
SMILES,TRHR PAM,D1 ag,D2 agonist,D1 potentiator,TRHR ag,D2 PAM,RXFP1 antag,D2 antag,D1 antagonist
Cc1ccc(CN(C)CC(=O)NC(C)c2ccccc2)cc1 (stereo not drawn),14,0,-0.1,-4,-0.8,1,-16,5,0
COc1ccc(CN2C(=O)c3cccnc3C2Nc2ccc(OC)c(Cl)c2)cc1 (stereo not drawn),5,0,-0.1,2,-0.4,4,0,-16,-4
COc1cccc(/C=c2\s/c(=C/C(=O)c3ccc(C)cc3)[nH]c2=O)c1OC,1,6,0.9,-3,4.4,-11,-5,7,-9
CC(=O)c1cccc(NC(=O)Nc2nc(C)cc(C)n2)c1,33*,1,0.6,-5,-0.5,8,4,-13,6
COc1cccc(NC(=O)n2ncc3c(C)cccc32)c1,2,0,0.5,11,0.1,13,1,5,-1
Cc1ccc(C)c(NC(=O)c2ncn[nH]2)c1,2,0,-0.2,-10,-0.2,-16,18,9,1
COc1ccc(CN2CC(C(=O)NCCN3CCOCC3)CC2=O)cc1 (stereo not drawn),9,1,-2.2,7,-0.1,1,11,2,1
